H69AR inhibit – blocks growth of human H69AR lung tumor cells; H69AR lung tumor viability, ATP luminescence, 72 h; stronger effect = lower value; viability, % at 10 µM; 85,000 tested, 6% active;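 active means viability at or below 40%; inactive means viability above 40%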;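 further: multidrug resistant small cell line overexpressing MRP-1 efflux transporter; 100% = mean luminescence of untreated control wells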
HUVEC inhibit – human endothelial cell proliferation inhibition; viability, % at 10 µM (by protocol); HUVEC proliferation, CellTiter-Glo luminescence, 72 h; stronger effect = lower value; 86,000 tested, 1.1% active;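 active means viability at or below 30%; inactive means viability above 30%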;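 further: 100% = median luminescence of DMSO-only cell control wells on each plate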
Lung fibro prol – blocks proliferation of human lung fibroblasts. 85,000 tested, 1.1% active. viability, % at 10 µM. LL 47 human lung fibroblast viability, ATP luminescence; stronger effect = lower value;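 active means viability at or below 50% in the single dose screen; inactive means viability above 50%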;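 further: compound exposure lasted 72 h before the ATP readout; 100% = median luminescence of untreated cell-only wells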
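Benchmarks: Cell-only wells, no compound | Test system: LL 47 human lung fibroblasts, passage 12 or lower | Input: 1,150 cells/well | Measured by: CellTiter-Glo luminescence measuring cellular ATP | Medium: IMEM, 15% FBS supplement | Schedule: Overnight attachment after seeding, then 72 h compound exposure at 37 °C | Doses: Compound addition at 0.1% DMSO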
ERa coact pot – enhances coactivator binding to human estrogen receptor alpha; TR-FRET ERalpha-LBD/SRC-Cy5 coactivator binding, 2 h; 100 = basal binding, no effect; coactivator binding (% of control), % at 25.6 µM; 86,000 tested, 1.3% active; AID 639; in the data active means activity above about 200%;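 further: binding measured in presence of low estradiol as agonist stimulus; 0% = peptide alone without receptor and 100% = receptor with peptide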
Smad3 FoxH1 inh – blocks human Smad3 binding to FoxH1 peptide; 88,000 tested, 0.29% active; inhibition, % at 25 µM; AID 630; TR-FRET Smad3/Dy647-FoxH1 peptide binding, europium anti-His;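 active means compounds that reduce the energy-transfer binding signal between the protein and its labelled peptide by more than half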;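 further: 0% = Smad3 plus labelled peptide maximal FRET and 100% = peptide-only background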
Target sequence (P84022 whole entry, looked up): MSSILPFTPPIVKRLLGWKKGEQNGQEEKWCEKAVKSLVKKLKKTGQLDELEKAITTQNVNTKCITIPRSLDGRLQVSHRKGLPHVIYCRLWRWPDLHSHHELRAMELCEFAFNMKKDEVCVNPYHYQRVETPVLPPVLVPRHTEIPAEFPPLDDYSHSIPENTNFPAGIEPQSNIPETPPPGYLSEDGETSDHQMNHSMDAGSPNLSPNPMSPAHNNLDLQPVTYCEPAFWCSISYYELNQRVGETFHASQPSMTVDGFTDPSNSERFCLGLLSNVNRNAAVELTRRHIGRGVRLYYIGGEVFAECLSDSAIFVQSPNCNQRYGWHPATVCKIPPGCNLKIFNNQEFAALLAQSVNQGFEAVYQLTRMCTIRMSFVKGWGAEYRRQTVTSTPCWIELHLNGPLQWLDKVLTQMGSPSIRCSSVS
Mac1 fbg enh – increases human CD11b/CD18 adhesion to fibrinogen; P05107+P11215; K562 CD11b/CD18 adhesion to fibrinogen, ATPlite luminescence; activation, % at 10 µM; 93,000 tested, 0.07% active;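 active means 10 µM primary screen giving 50% or more activity, confirmed by 40% or more on retest at that dose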; further: strong numbers were not always called active
ERa SRC1 inh – ER-alpha (human) coactivator binding inhibition; inhibition, % at 25.6 µM; TR-FRET ER-alpha LBD / SRC-1 peptide, estradiol-bound; P03372; 86,000 tested, 1.7% active; in the data active means inhibition above about 50%;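 further: 0% = receptor plus peptide control and 100% = peptide only without receptor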
MT1-MMP txn act – activates MT1-MMP transcription. HT1080 MT1-MMP promoter luciferase reporter, luminescence, overnight; stronger effect = higher value. activation factor at 10 µM. 86,000 tested, 0.16% active;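 active means activation factor of at least 2 for MT1-MMP transcription at 10 µM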
ERb coact inh – ER-beta (human) coactivator binding inhibition | Q92731 | TR-FRET ER-beta LBD / SRC1-Cy5 peptide binding; receptor agonist-loaded with 1 µM estradiol | inhibition, % at 25.6 µM | 86,000 tested, 1.3% active | AID 633;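 active means compounds whose percent inhibition of the receptor-coactivator binding signal exceeds about 50% in the single-dose screen, limit read from the data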;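 further: 0% = receptor plus peptide wells without compound and 100% = peptide-only wells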
Target sequence (Q92731 whole entry, looked up, the tested form may be a part): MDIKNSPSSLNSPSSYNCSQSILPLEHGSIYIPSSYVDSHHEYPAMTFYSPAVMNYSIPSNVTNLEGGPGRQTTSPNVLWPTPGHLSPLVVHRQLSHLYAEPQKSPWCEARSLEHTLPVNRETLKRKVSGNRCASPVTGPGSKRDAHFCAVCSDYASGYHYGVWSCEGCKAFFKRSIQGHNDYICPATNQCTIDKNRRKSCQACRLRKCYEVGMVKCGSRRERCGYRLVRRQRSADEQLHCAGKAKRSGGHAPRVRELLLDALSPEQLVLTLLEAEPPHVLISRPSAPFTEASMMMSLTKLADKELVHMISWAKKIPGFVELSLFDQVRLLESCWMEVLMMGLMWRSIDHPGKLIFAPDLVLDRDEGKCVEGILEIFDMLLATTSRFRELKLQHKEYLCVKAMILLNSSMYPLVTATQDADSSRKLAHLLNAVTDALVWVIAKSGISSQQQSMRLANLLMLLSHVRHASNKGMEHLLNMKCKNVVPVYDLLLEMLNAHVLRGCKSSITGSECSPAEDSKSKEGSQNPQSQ
The depositor's hits bear a star; x = not tested or not shown; [ ] = another dose, or the depositor's remark. These rows are one share of the data; rates above refer to the full screens.

SMILES,H69AR inhibit,HUVEC inhibit,Lung fibro prol,ERa coact pot,Smad3 FoxH1 inh,Mac1 fbg enh,ERa SRC1 inh,MT1-MMP txn act,ERb coact inh
CC(C)(C)NC(=O)c1cccc(NC(=O)c2ccc(NC(=O)c3ccco3)cc2)c1,33*,82,94,95,8,-3,11,1,6
CCn1ccnc1C(O)c1cccc(OC)c1 (centres undefined),98,104,104,126,-1,-6,-3,1,-1
COc1ccc(N2CCN(C(=O)CN3C(=O)C4CC=CCC4C3=O)CC2)cc1 (centres undefined),96,113,106,172,0,1,-27,1,1
Cc1cc2c(cc1C)NC1(C(=O)Nc3ccccc31)C1=C(CC(C)(C)CC1=O)N2 (centres undefined),84,98,100,105,1,-1,-9,1,-7
CCOC(=O)c1ccc(COC(=O)CCc2nc3ccccc3[nH]c2=O)o1,87,98,x,107,17,-1,-10,0.9,3
COCCn1nnnc1CN(Cc1ccco1)Cc1cc2cc3c(cc2[nH]c1=O)OCO3,84,86,98,107[fluorescence artefact?],2,x,-8,1.3,-6
Nc1c(C(=O)NC2CC2)c2nc3ccccc3nc2n1-c1ccc2c(c1)OCO2,59,64,92,87[fluorescence artefact?],2,0,-30,1,2
CC(=O)c1cccc(NC(=O)C2CCCN2S(=O)(=O)c2cccc3nsnc23)c1 (centres undefined),88,103,110,87,-4,-3,15,x,9[fluorescence artefact?]
CCC(=O)Nc1c(C#N)c2nc3ccccc3nc2n1C1CCCCC1,85,98,94,101,13,53,65*[fluorescence artefact?],1.1,34[fluorescence artefact?]
Cc1ccc(NC(=O)c2cc(N3CCOCC3)nc3ccccc23)cc1,33*,91,86,100,7,5,0,1.3,-9
O=C(NC1CCCCCCC1)C1CCCN(S(=O)(=O)c2cnc[nH]2)C1 (centres undefined),96,99,98,104,-1,-2,-7,1.1,-7
CCOc1ccc(CCNC(=O)C2CCN(c3nnc(-n4cccc4)s3)CC2)cc1OCC,40*,98,105,134,-13,2,-8,1,0
CC12CC(c3ccccc3O1)N(C(=O)c1ccco1)C(=S)N2c1ccccc1 (centres undefined),88,68,78,95,5,-1,-3,1.1,-13
CC(C)(C)NC(=O)NC(=O)CSc1nnc(-c2ccccc2F)n1N,93,95,102,105,2,-2,-4,1,-14
COc1ccc(NS(=O)(=O)c2ccc3oc(Nc4ccc5c(c4)OCCO5)nc3c2)cc1,89,52,108,100[fluorescence artefact?],-1,x,5,1.2,11[fluorescence artefact?]
Cc1ccc(-c2cc(C(F)(F)F)n3ncc(C(=O)NCc4ccco4)c3n2)cc1,63,66,99,116[fluorescence artefact?],4,32,35[fluorescence artefact?],1.2,38
O=C(C1CC(=O)N(C2CCCC2)C1)N1CCN(c2ccc(F)cc2)CC1 (centres undefined),103,89,95,118,2,x,-2,1.1,-3
Cn1c2ccccc2c2nnc(SCc3ccc4nonc4c3)nc21,63,86,93,77[fluorescence artefact?],5,4,55*[fluorescence artefact?],0.9,29
CCc1ccc(OCC(=O)NCCOc2ccccc2)cc1,99,111,98,98,-1,3,-3,1.2,-15
N#Cc1c(N)nc(SCC(=O)NC2CCCCC2)c(C#N)c1-c1ccc(Cl)cc1,36*,66,66,122[fluorescence artefact?],7[fluorescence artefact?],0,66*[fluorescence artefact?],1.2,51*[fluorescence artefact?]
Cc1cc(C)c(NS(=O)(=O)c2ccc(Cl)c(C(=O)O)c2)c(C)c1,91,92,94,109,1,-1,7,0.9,4
COc1ccc(NS(=O)(=O)c2c(C)[nH]c(=O)[nH]c2=O)c(OC)c1,94,106,105,106,-5,2,-2,1.2,3
CCOC(=O)CSc1nnc(-c2ccoc2C)n1-c1ccc(C)cc1,99,96,93,106,-5,x,1,1.3,1
COC(=O)C(NC(=O)c1ccc(Cl)cc1)(Nc1nc(C)cs1)C(F)(F)F (centres undefined),89,98,100,103,-6,x,-6,1,1
Cn1nnnc1SCC(=O)NC(=O)Cc1ccccc1,97,90,101,112,13,-1,6[fluorescence artefact?],1.2,3[fluorescence artefact?]
CCN1CCN(c2ncnc3c2sc(=S)n3-c2ccccc2)CC1,105,91,90,110,2,-2,-3,x,-3
O=C(NCCN1C(=O)CCC1=O)c1ccncc1,x,93,94,123,3,0,-2,1,-5
CCOc1ccc(-n2cc(C(=O)N3CCN(C)CC3)c3cc(OC)c(OC)cc3c2=O)cc1,93,99,107,96,11[fluorescence artefact?],1,0,1.3,-6[fluorescence artefact?]
Cc1cccc(-c2noc(CSc3ccccc3)n2)c1,100,117,108,110,9,x,-5,1.5,-8
CSc1cc(-c2ccc(Cl)cc2)n(Cc2ccccc2)c(=O)c1C#N,5.4*,8.8*,27*,164,-16[fluorescence artefact?],4,54*[fluorescence artefact?],1,35

Gathered by group, the compounds so far containing a furan ring, fused or not.
SMILES,H69AR inhibit,HUVEC inhibit,Lung fibro prol,ERa coact pot,Smad3 FoxH1 inh,Mac1 fbg enh,ERa SRC1 inh,MT1-MMP txn act,ERb coact inh
CC(C)(C)NC(=O)c1cccc(NC(=O)c2ccc(NC(=O)c3ccco3)cc2)c1,33*,82,94,95,8,-3,11,1,6
CCOC(=O)c1ccc(COC(=O)CCc2nc3ccccc3[nH]c2=O)o1,87,98,x,107,17,-1,-10,0.9,3
COCCn1nnnc1CN(Cc1ccco1)Cc1cc2cc3c(cc2[nH]c1=O)OCO3,84,86,98,107[fluorescence artefact?],2,x,-8,1.3,-6
CC12CC(c3ccccc3O1)N(C(=O)c1ccco1)C(=S)N2c1ccccc1 (centres undefined),88,68,78,95,5,-1,-3,1.1,-13
Cc1ccc(-c2cc(C(F)(F)F)n3ncc(C(=O)NCc4ccco4)c3n2)cc1,63,66,99,116[fluorescence artefact?],4,32,35[fluorescence artefact?],1.2,38
CCOC(=O)CSc1nnc(-c2ccoc2C)n1-c1ccc(C)cc1,99,96,93,106,-5,x,1,1.3,1

Complete entries, looked up by structure:
Record of CC12CC(c3ccccc3O1)N(C(=O)c1ccco1)C(=S)N2c1ccccc1 (centres undefined) : H69AR inhibit = 88; HUVEC inhibit = 68; Lung fibro prol = 78; ERa coact pot = 95; Smad3 FoxH1 inh = 5; Mac1 fbg enh = -1; ERa SRC1 inh = -3; MT1-MMP txn act = 1.1; ERb coact inh = -13
Record of COCCn1nnnc1CN(Cc1ccco1)Cc1cc2cc3c(cc2[nH]c1=O)OCO3 : H69AR inhibit = 84; HUVEC inhibit = 86; Lung fibro prol = 98; ERa coact pot = 107[fluorescence artefact?]; Smad3 FoxH1 inh = 2; Mac1 fbg enh = x; ERa SRC1 inh = -8; MT1-MMP txn act = 1.3; ERb coact inh = -6

(next part)
SMILES,H69AR inhibit,HUVEC inhibit,Lung fibro prol,ERa coact pot,Smad3 FoxH1 inh,Mac1 fbg enh,ERa SRC1 inh,MT1-MMP txn act,ERb coact inh
CN(C)CCCNC(=O)CC(c1ccc(F)cc1)c1ccco1 (centres undefined),97,99,107,101,10,-2,-13,1.2,-8
COc1ccc(C(=O)N2CCC(C(=O)Nc3cccc(C)c3)CC2)cc1OC,58,85,96,188,0,0,-9,1,-8
CCOC(=O)c1ccc(NC2c3ccccc3C(=O)N2c2cccnc2)cc1 (centres undefined),78,76,86,103,0,2,-2,x,-3
COC(=O)C1CCN(C(=O)C2CCCCC2)CC1,101,97,99,106,-3,3,-8,1.2,-8
CC1Cc2ccccc2N1C(=O)Cn1cnc2ccccc2c1=O (centres undefined),x,73,95,112[fluorescence artefact?],3,5,4,1,1
COc1ccccc1-c1cc(C(=O)Nc2cc(C)nn2-c2ccccc2)no1,27*,66,68,167[fluorescence artefact?],6,x,11[fluorescence artefact?],1.1,32
COCCn1c(C)cc(C(=O)COC(=O)c2ccc(N3CCCC3=O)cc2)c1C,78,83,89,88,-2,4,0,1,0[fluorescence artefact?]
Cc1cc(=O)oc2cc3c(cc12)OCCO3,101,97,115,104,-5,-1,-7,1.3,-12
COc1ccc(C(=O)NCC(c2ccc(F)cc2)N2CCOCC2)cc1S(=O)(=O)N1CCCC1 (centres undefined),96,85,106,106,9,x,-1,0.8,-2
Cc1ccc(C(=O)Nc2cccc(C(=O)NCc3ccccc3)c2)o1,80,52,108,117,0,0,-7,1.1,27
CCOc1cc(C(=O)NC(C)CC)cc(OCC)c1OCC (centres undefined),100,93,100,113,-16,1,-2,1.2,-12
CC(C)CC(c1nnnn1CC1CCCO1)N1CCN(c2cccc(Cl)c2)CC1 (centres undefined),93,73,93,117,-6,x,-26,1.2,17
O=C(OCc1ccc2c(c1)OCO2)c1ccc(S(=O)(=O)N2CCCCC2)cc1,101,54,105,105,-15,x,39[fluorescence artefact?],1.1,12[fluorescence artefact?]
O=C(NC1=NC2CCCCC2N1)c1ccccc1 (centres undefined),89,98,97,198,-8,-4,-1,x,-8
COCCn1c(C)nc2oc3ccc(Br)cc3c(=O)c2c1=O,100,87,97,48,3,14,49[fluorescence artefact?],1.2,45[fluorescence artefact?]
c1ccc(COc2ccc(OCCOCCn3cncn3)cc2)cc1,99,96,101,112,0,4,-10,1,6
COc1ccccc1CNC(=O)[C@@H]1CCCN1C(=O)C1CCN(S(=O)(=O)c2ccc(C)cc2)CC1,85,105,94,123,3,2,-1,1,-6
NS(=O)(=O)c1ccc(Cc2ncc(C(F)(F)F)cc2Cl)s1,101,105,89,106,9,-4,-5,1,-4
C=CCn1c(Cc2cccs2)nnc1SCC(=O)Nc1cc(OC)cc(OC)c1,93,96,102,109,7,-3,-12,1.1,1
CCOC(=O)c1c(C)c(C(=O)N2CCN(c3cccc(Cl)c3)CC2)c(C)n1C,72,77,106,92,2,-3,-9,1,-15
CCOC(=O)c1sc2nc(N3CCOCC3)c3c(c2c1N)CC(C)(C)N(C)C3,81,101,104,112[fluorescence artefact?],9,-3,-3,1,9
O=C(CC12CC3CC(CC(C3)C1)C2)NCC(=O)N1CCCC1,104,93,90,113,4,-2,-1,1.2,-4
CCOC(=O)/C=c1\s/c(=C\c2c(OCC)ccc3ccccc23)c(=O)n1CC(=O)NCC1CCCO1 (centres undefined),30*,78,89,92[fluorescence artefact?],-3,59,-6,1.2,-1
CCN(CC)CCOC(=O)c1cccc(Br)c1,88,102,107,123[fluorescence artefact?],8[fluorescence artefact?],2,5,1,-12
COc1ccc(CN2CCn3ncc(C(=O)Nc4ccccc4)c3C2=O)cc1,96,97,102,109,11,-2,3,1.1,0
COc1ccc(Cc2nnc(SCC(=O)Nc3nc(C)cs3)o2)cc1,81,97,94,102,-2,0,-3,1.1,-3
COc1ccc(N2C(=O)C(CC(=O)O)S/C2=C\C(C)=O)cc1 (centres undefined),94,99,97,123,11,-2,-14,1,0
O=c1[nH][nH]c2nc(C(F)(F)F)cc(C(F)(F)F)c12,98,97,101,113,5,-2,-2,1.1,-2
CCOc1ccc(OCCCCNCCN)cc1,93,98,104,109,5,-5,0,0.9,0

Assay outcomes as filed in PubChem BioAssay.
